PHOSPHO1 inh = blocks human PHOSPHO1 phosphatase activity; 290,000 compounds, 1.1% hits; inhibition, % at 13.3 µM; recombinant PHOSPHO1, absorbance phosphatase assay; Q8TCT1; in the data active means inhibition above about 60%
Target sequence (Q8TCT1 whole entry, looked up): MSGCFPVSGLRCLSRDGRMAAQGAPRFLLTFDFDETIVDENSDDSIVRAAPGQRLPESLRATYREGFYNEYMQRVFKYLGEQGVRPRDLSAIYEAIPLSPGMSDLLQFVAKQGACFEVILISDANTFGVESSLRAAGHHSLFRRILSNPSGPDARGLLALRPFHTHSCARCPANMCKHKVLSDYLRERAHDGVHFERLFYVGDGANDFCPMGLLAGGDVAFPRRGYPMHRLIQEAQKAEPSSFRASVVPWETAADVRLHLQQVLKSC
OXTR ag = human OXTR agonism; CHO-OTR cells, Fluo-8 calcium fluorescence; normalized: DMSO 0%, oxytocin 100%; activation, % at 3 µM; 320,000 compounds, 0.32% hits;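 active means activation above the mean of all tested compounds plus 3 SD, cutoff set per screening run, cut at about 20% in these data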;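 further: peak over basal fluorescence ratio from a 100 s FLIPR kinetic read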
NALP1 inh = inhibitors of NALP1 inflammasome in yeast | S. cerevisiae NALP1/ASC/caspase-1 growth, X-gal OD620, 72 h | inhibition, % at 10 µM | 280,000 compounds, 0.61% hits | AID 2071; in the data active means inhibition mostly above about 24%, no sharp cut-off; inactive means mostly below about 32%; further: some compounds called inactive have numbers as strong as hits
MEKK2 mut-MEK5 = signal of MEK5 binding to mutant human MEKK2 PB1 domain. percent response, % at 10 µM. 290,000 compounds, 0.35% hits. bead flow cytometry, Alexa488-MEK5 binding to MEKK2 mutant. AID 1530; in the data active means percent response above about 24%, passing the limit was not always enough; further: inactives centre near 1; some results filed as inactive read as strong as hits; reference of the scale not given here
FID counter = counter-screen for HCV NS3 helicase inhibitors: DNA intercalator displacement; DNA fluorescent intercalator displacement, fluorescence; inhibition, % at 7.9 µM; 290,000 compounds, 0.17% hits; in the data active means inhibition above about 37%;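 further: 0% = vehicle and 100% = reference compound; higher means more ethidium bromide displaced from hairpin DNA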
MEKK2wt PB1 HTS = raises or lowers MEK5 binding to wildtype human MEKK2 PB1 domain | Q9Y2U5 | binding response (% of control), % at 10 µM | bead flow cytometry, Alexa488-MEK5 binding to MEKK2 WT; actives lie on both sides | AID 1531 | 290,000 compounds, 1.1% hits; in the data active means binding response below about 67% or above about 130%
GPR7 antagonist = human neuropeptides B/W receptor 1 antagonism. P48145. GPR7-expressing cells, fluorescence antagonist assay. inhibition, % at 4.4 µM. 290,000 compounds, 1.1% hits; in the data active means inhibition above about 16%, passing the limit was not always enough;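 further: cells stimulated with the agonist NPW; 0% = agonist with vehicle and 100% = vehicle without agonist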
MEKK3 PB1 HTS = MEKK3-MEK5 PB1 interaction, increase or decrease | bead-based flow cytometry, Alexa488-MEK5 binding to MEKK3; actives lie on both sides; 0 = blocked by unlabeled MEK5, 100 = vehicle | binding response (% of control), % at 10 µM | 290,000 compounds, 1.4% hits | AID 1529;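 active means binding response more than 3 SD above or below the average of its plate-row segment, actives on both sides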;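 further: Alexa488 bead fluorescence after subtracting the streptavidin-only scavenger bead signal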
Target sequence (Q99759 whole entry, looked up): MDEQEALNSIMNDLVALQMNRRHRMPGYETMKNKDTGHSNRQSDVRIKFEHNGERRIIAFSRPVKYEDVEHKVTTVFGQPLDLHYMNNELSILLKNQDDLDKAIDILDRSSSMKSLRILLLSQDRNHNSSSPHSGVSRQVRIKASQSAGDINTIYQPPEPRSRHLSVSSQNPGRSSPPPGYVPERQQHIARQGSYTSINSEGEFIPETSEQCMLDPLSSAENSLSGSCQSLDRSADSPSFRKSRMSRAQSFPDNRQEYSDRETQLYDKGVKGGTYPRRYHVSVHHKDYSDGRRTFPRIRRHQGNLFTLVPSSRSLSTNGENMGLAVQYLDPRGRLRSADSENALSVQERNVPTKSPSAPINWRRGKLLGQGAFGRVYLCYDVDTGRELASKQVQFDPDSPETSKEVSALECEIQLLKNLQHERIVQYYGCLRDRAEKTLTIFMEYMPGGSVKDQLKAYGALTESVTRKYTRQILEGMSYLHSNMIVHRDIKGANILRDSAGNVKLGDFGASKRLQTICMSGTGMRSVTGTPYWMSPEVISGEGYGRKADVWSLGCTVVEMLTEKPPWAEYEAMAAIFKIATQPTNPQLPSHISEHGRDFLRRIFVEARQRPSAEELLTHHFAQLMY
M18AAP inhibitor = blocks P. falciparum M18 aspartyl aminopeptidase; 290,000 compounds, 1.2% hits; AID 1822; recombinant PfM18AAP, H-Glu-NHMec fluorogenic cleavage; inhibition, % at 7.35 µM;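 active means inhibition above the campaign mean inhibition over all tested compounds plus 3 SD, cut at about 28% in these data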;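 further: 0% = plate median of test compound wells and 100% = 2 mM ZnCl2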
* = called active by the depositor; nt = no result given.

[1] CN(C)C(CNC(=O)c1cc(Br)ccc1Cl)c1ccco1 (stereo not given)
[2] Cc1cc(NC(=O)CCC(=O)N(CC(=O)NC2CCCC2)c2ccc(Cl)c(Cl)c2)no1
[3] O=S(=O)(c1ccccc1)N1CCN(C(=S)NCCc2ccccc2)CC1
[4] O=C(Nc1ccccc1C(=O)N1CCOCC1)c1ccc(CSc2ccccc2)cc1
[5] O=C(NCCCO)c1cc2ccccc2[nH]1
[6] CN(C)CCCNCC(=O)c1c(-c2ccccc2)n(C)c2ccccc12
[7] O=C(CSc1n[nH]c(=O)n1Cc1ccccc1)Nc1ccc(F)c(F)c1F
[8] COc1ccc(C2=NOC(C(=O)Nc3cccnc3)C2)cc1OC (stereo not given)
[9] CCOC(=O)c1cn(-c2nc(-c3ccc(Cl)cc3)cs2)c2c(F)c(N3CC(C)OC(C)C3)c(F)cc2c1=O (stereo not given)
[10] Cc1noc(NS(=O)(=O)c2ccc(NC(=O)C34CCC(CC3)C4)cc2)c1C

entry no.	1	2	3	4	5	6	7	8	9	10
PHOSPHO1 inh	31	37	26	15	41	-3	-10	25	29	11
OXTR ag	1.6	0.0	3.6	0.3	1.1	-1.4	-0.1	0.8	nt	0.2
NALP1 inh	22	-6	13	22	11	23	14	nt	4	16
MEKK2 mut-MEK5	-4	-4	-5	-3	9	10	-4	-11	-2	5
FID counter	1	-45	-31	-27	2	17	-7	-2	-3	-14
MEKK2wt PB1 HTS	97	101	93	100	100	133	102	52	95	104
GPR7 antagonist	-7	-2	-3	-6	-10	2	-9	0	-7	-2
MEKK3 PB1 HTS	98	102	98	98	99	107	101	51	96	105
M18AAP inhibitor	6	7	-10	-2	-8	22	1	-16	0	-1

[11] C/C=C(\C)C(=O)Nc1cccc(C2=NOC3(C2)C[C@@H](C(N)=O)N(C(=O)c2cc([N+](=O)[O-])cc([N+](=O)[O-])c2C)C3)c1 (stereo not given in full)
[12] COc1ccc(NC(=O)C2CC2)cc1-n1cnnn1
[13] COc1cccc(NC(=O)CSc2ccc3nnc(-c4ccncc4)n3n2)c1
[14] Cc1c(C)n(CCCN(C)C)c2ncnc(NCc3ccccc3)c12
[15] CCN(CC)C(=O)n1cnc(-c2ccccc2)c1-c1ccccc1
[16] O=C(NN1CCCCC1)c1cccc2ccccc12
[17] Cc1ccc(C)c(NC(=O)c2nc(Cl)ccc2Cl)c1
[18] O=S(=O)(Cc1ccc(Cl)cc1)NCc1cccnc1
[19] O=S(=O)(NCCn1ccc2ccccc21)c1ccccc1
[20] CC(=O)Nc1cc(N2C(=O)CCC2=O)ccc1Cl

entry no.	11	12	13	14	15	16	17	18	19	20
PHOSPHO1 inh	35	-3	3	13	27	8	37	47	-2	-11
OXTR ag	-0.4	-0.1	0.5	0.3	-2.5	-0.6	-2.2	6.2	0.3	-0.8
NALP1 inh	nt	8	-24	20	-1	-12	-12	-1	30	18
MEKK2 mut-MEK5	4	-1	13	4	-1	7	-2	-21	2	1
FID counter	nt	1	-2	0	-28	-2	-3	1	-8	2
MEKK2wt PB1 HTS	97	95	102	114	105	102	99	74	100	101
GPR7 antagonist	nt	-7	-6	2	-2	-17	-6	25*	1	-7
MEKK3 PB1 HTS	97	96	103	102	103	106	112	65	98	101
M18AAP inhibitor	nt	0	0	-13	2	2	5	-20	-14	1

[21] O=C(Nc1ccc(-c2nc3ccccc3[nH]2)cc1)C1CCCO1 (stereo not given)
[22] Cc1cc(NC(=O)c2ccc(S(=O)(=O)N3CCOCC3)cc2)no1
[23] Cc1ccc(C)c(NS(=O)(=O)c2cc(C(=O)NCc3ccccn3)ccc2Cl)c1
[24] Cc1ccc(CNC(=O)NCc2ccccc2)cc1
[25] CC1CCC(NCCNC(=O)c2ccco2)CC1 (stereo not given)
[26] C/C(=N/Nc1nc(C)c(C)s1)c1cccc([N+](=O)[O-])c1
[27] Cc1cccn2c(=O)c(/C=C3\SC(=S)N(CC(C)C)C3=O)c(NCCCOC(C)C)nc12
[28] CCOC(=O)c1c(NC(=O)CSc2nnc(CNc3ccc(OC)cc3)n2C)sc(C)c1C
[29] CC1CCCCN1C(=O)c1cnn2c(C(F)(F)F)cc(-c3ccco3)nc12 (stereo not given)
[30] O=C(O)CCc1ccc(-c2ccc(Br)cc2)n1NC(=O)c1ccc([N+](=O)[O-])cc1

entry no.	21	22	23	24	25	26	27	28	29	30
PHOSPHO1 inh	-10	17	12	58	-76	nt	24	-18	16	8
OXTR ag	1.0	4.6	-0.4	-1.7	1.7	-0.2	5.0	-2.7	-2.6	-0.3
NALP1 inh	23	6	2	-12	15	-8	2	9	5	10
MEKK2 mut-MEK5	7	-6	0	-5	1	7	97*	-4	6	23
FID counter	-4	-5	-13	3	-1	-3	1	-10	-24	-24
MEKK2wt PB1 HTS	102	95	101	94	108	110	nt	97	100	121
GPR7 antagonist	-8	3	3	5	-22	2	-9	-11	-6	-7
MEKK3 PB1 HTS	103	100	99	98	105	98	66	101	98	127
M18AAP inhibitor	-7	0	0	-4	-3	-6	-2	17	-3	2

(list continues)
# | canonical_smiles | PHOSPHO1 inh | OXTR ag | NALP1 inh | MEKK2 mut-MEK5 | FID counter | MEKK2wt PB1 HTS | GPR7 antagonist | MEKK3 PB1 HTS | M18AAP inhibitor
31 | CC(=O)Oc1ccc2c(c1)C(=O)c1ccccc1C2=O | 48 | 0.5 | 1 | 2 | 33 | 100 | 7 | 102 | 6
32 | COc1ccc(C(CNC(=O)c2oc3cc(C)c(Cl)cc3c2C)N2CCCCC2)cc1 (stereo not given) | 41 | 0.1 | 10 | 37* | 0 | 169* | -9 | 108 | -6
33 | Cc1ccc(N=Nc2c(N)[nH]n3c(=O)cc(-c4ccccc4)nc23)cc1 | 23 | -1.6 | 7 | -5 | -9 | 92 | -10 | 100 | -11
34 | COc1ccccc1CC(=O)Nc1ccc(C(=O)N2CCCCC2)cc1 | 37 | 0.9 | 14 | -3 | -37 | 96 | -1 | 97 | -10
35 | NC(=O)CCC(C(=O)O)N1C(=O)c2ccc(O)cc2C1=O (stereo not given) | 32 | 2.5 | 4 | -1 | 2 | 101 | -11 | 95 | -2
36 | Cc1ccc(NC(=O)CCN2CCN(C/C=C/c3ccccc3)CC2)cc1C | 23 | 3.4 | 4 | nt | 7 | nt | -3 | nt | -4
37 | CC1=NNC(=O)C1C(c1ccccc1)C1C(=O)NN=C1C (stereo not given) | 48 | 0.6 | 21 | 1 | 7 | 113 | -17 | 129* | 27
38 | O=C(CN1CCN(C/C=C/c2ccccc2)CC1)NCc1ccccc1 | 20 | -0.5 | 4 | 4 | 2 | 104 | -14 | 104 | -1
39 | COc1ccc(N(C)S(=O)(=O)c2cccc(C(=O)NC3=NCCS3)c2)cc1 | 18 | 0.8 | 24 | 4 | -12 | 103 | 11 | 110 | -2
40 | CCOc1ccccc1CN1CCNC(=O)C1CC(=O)N(C)CCc1ccccn1 (stereo not given) | 7 | 4.2 | -6 | -1 | -39 | 103 | -10 | 103 | 6
41 | COc1ccc(S(=O)(=O)N2CCOCC2)cc1NC(=O)COc1cccnc1[N+](=O)[O-] | -100 | 0.4 | 7 | nt | -2 | nt | -3 | nt | 4
42 | O=[N+]([O-])c1ccccc1N/N=C\c1ccccc1Cl | -6 | 0.1 | 33 | 3 | -5 | 104 | -6 | 102 | -6
43 | O=C(c1ccc([N+](=O)[O-])cc1)N1CCN(C2=NS(=O)(=O)c3ccccc32)CC1 | 48 | 0.3 | 4 | 6 | -3 | 101 | -22 | 100 | -2
44 | CCN1C(=O)C(NC(C)=O)c2cc(Br)ccc21 (stereo not given) | 28 | 0.8 | -8 | 10 | -20 | 108 | 27 | 108 | 0
45 | COc1ccc(CNC(=O)Cn2ccc([N+](=O)[O-])n2)cc1OC | 23 | 0.4 | 4 | 4 | 2 | 105 | -9 | 104 | -12
46 | CCCCN1CN(S(=O)(=O)c2cccs2)c2nc3ccccc3nc21 | -14 | nt | -1 | 2 | -1 | 96 | 4 | 95 | 4

2 entries picked at random from the list so far, as already listed:
# | canonical_smiles | PHOSPHO1 inh | OXTR ag | NALP1 inh | MEKK2 mut-MEK5 | FID counter | MEKK2wt PB1 HTS | GPR7 antagonist | MEKK3 PB1 HTS | M18AAP inhibitor
13 | COc1cccc(NC(=O)CSc2ccc3nnc(-c4ccncc4)n3n2)c1 | 3 | 0.5 | -24 | 13 | -2 | 102 | -6 | 103 | 0
38 | O=C(CN1CCN(C/C=C/c2ccccc2)CC1)NCc1ccccc1 | 20 | -0.5 | 4 | 4 | 2 | 104 | -14 | 104 | -1

Compound profiles, as listed above.
O=[N+]([O-])c1ccccc1N/N=C\c1ccccc1Cl as listed: PHOSPHO1 inh = -6; OXTR ag = 0.1; NALP1 inh = 33; MEKK2 mut-MEK5 = 3; FID counter = -5; MEKK2wt PB1 HTS = 104; GPR7 antagonist = -6; MEKK3 PB1 HTS = 102; M18AAP inhibitor = -6
CC(=O)Oc1ccc2c(c1)C(=O)c1ccccc1C2=O as listed: PHOSPHO1 inh = 48; OXTR ag = 0.5; NALP1 inh = 1; MEKK2 mut-MEK5 = 2; FID counter = 33; MEKK2wt PB1 HTS = 100; GPR7 antagonist = 7; MEKK3 PB1 HTS = 102; M18AAP inhibitor = 6
Cc1cccn2c(=O)c(/C=C3\SC(=S)N(CC(C)C)C3=O)c(NCCCOC(C)C)nc12 as listed: PHOSPHO1 inh = 24; OXTR ag = 5.0; NALP1 inh = 2; MEKK2 mut-MEK5 = 97*; FID counter = 1; MEKK2wt PB1 HTS = nt; GPR7 antagonist = -9; MEKK3 PB1 HTS = 66; M18AAP inhibitor = -2

Continuation:
# | canonical_smiles | PHOSPHO1 inh | OXTR ag | NALP1 inh | MEKK2 mut-MEK5 | FID counter | MEKK2wt PB1 HTS | GPR7 antagonist | MEKK3 PB1 HTS | M18AAP inhibitor
47 | COC(=O)c1c(C)[nH]c(C)c1-c1ccc(C)cc1 | 6 | -2.7 | 12 | -5 | -1 | 97 | -22 | 94 | -1
48 | CCOc1ccc(N2CC(C(=O)NCc3ccc4c(c3)OCO4)CC2=O)cc1 (stereo not given) | 26 | -1.1 | 5 | 0 | -19 | 103 | -6 | 99 | 3
49 | O=C(Nc1ccc(Oc2ccccc2)nc1)C1CCCCN1Cc1cccc(O)c1 (stereo not given) | 23 | 2.6 | 16 | 7 | 7 | 107 | 0 | 101 | 7
50 | O=C(c1ccccc1Br)N1CCN(c2ncccn2)CC1 | 22 | nt | 8 | 9 | -7 | 107 | 5 | 109 | -19
51 | O=C(c1ccc2c(c1)OCO2)N1CCCc2ccccc21 | 8 | -0.1 | 9 | 2 | -2 | 102 | -9 | 105 | 2

Structures listed above marked active in MEKK2 mut-MEK5:
no.	smiles	PHOSPHO1 inh	NALP1 inh	MEKK2 mut-MEK5	MEKK2wt PB1 HTS	GPR7 antagonist	MEKK3 PB1 HTS	M18AAP inhibitor
27	Cc1cccn2c(=O)c(/C=C3\SC(=S)N(CC(C)C)C3=O)c(NCCCOC(C)C)nc12	24	2	97*	nt	-9	66	-2
32	COc1ccc(C(CNC(=O)c2oc3cc(C)c(Cl)cc3c2C)N2CCCCC2)cc1 (stereo not given)	41	10	37*	169*	-9	108	-6

Screening results (PubChem BioAssay)
